High-throughput results: PubChem BioAssay, several laboratories
PostGolgi yeast: growth inhibition of a yeast mutant, post-Golgi transport screen. post-Golgi transport phenotypic cell assay. inhibition, % at 10 µM. hit rate 0.9% among 98,000;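 further: yeast cells grown in 1536-well plates; yeast grown about 18 h at 30C before absorbance read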
CYP2C9 inh: inhibitors of human CYP2C9. inhibition, % at 5 µM. hit rate 20% among 96,000. P11712. AID 777. CYP2C9 Supersomes, luciferin-H conversion, luminescence;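 active means blocking of liver enzyme CYP2C9 beyond about 50% at 5 µM, limit read from the data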; further: values of inactives mirror those of a sister screen read the other way
Target sequence (P11712 whole entry, looked up): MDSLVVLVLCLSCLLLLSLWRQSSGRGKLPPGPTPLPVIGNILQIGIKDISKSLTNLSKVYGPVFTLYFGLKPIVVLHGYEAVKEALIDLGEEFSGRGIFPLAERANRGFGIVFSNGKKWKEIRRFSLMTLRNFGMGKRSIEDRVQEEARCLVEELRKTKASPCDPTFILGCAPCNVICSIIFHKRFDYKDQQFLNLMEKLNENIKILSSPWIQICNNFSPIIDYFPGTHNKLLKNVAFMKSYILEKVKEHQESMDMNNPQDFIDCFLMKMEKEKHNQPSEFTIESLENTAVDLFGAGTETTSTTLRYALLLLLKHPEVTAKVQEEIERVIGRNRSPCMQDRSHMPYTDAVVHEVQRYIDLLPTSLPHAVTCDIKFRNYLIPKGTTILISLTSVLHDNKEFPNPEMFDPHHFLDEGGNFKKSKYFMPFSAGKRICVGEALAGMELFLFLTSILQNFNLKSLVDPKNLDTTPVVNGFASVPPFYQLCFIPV
PostGolgi ctrl: growth of the yeast control strain, post-Golgi counter-screen | efflux-deficient yeast background strain, growth absorbance A615, 16 h | AID 738 | inhibition, % at 10 µM | hit rate 5% among 98,000
Pyk2 oligo antag: Pyk2 (human) oligomerization antagonism. Q293 cells, Pyk2 FERM NanoBiT luminescence; stronger effect = lower value. z-score (the deposit names both 25 µM and 10 µM). hit rate 0.83% among 99,000;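 active means Z-score of -3 or lower, scaled per plate to the spread of control and sample wells; inactive means z-score above -3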;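 further: negative z-score means lost luminescence so less FERM oligomerization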
PTPN22 act: LYP (human) phosphatase activation. activation, % at 2 µM. recombinant LYP, DiFMUP fluorescence; 0 = plate median, 100 = signal doubled. hit rate 0.11% among 96,000;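 active means activation at 2 µM above a set limit, the mean plus 5 SD, cut at about 37% in these data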
Ecoli WT expand: blocks growth of wild type E. coli BW25113; OD600 absorbance; growth inhibition, % at 100 µM; hit rate 0.15% among 98,000;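 active means growth inhibition above about 50% at one test dose, limit read from the data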;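 further: growth measured after 20 h incubation at 37 °C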
PTPN22 inh 2: blocks human PTPN22 phosphatase activity | recombinant LYP catalytic domain, DiFMUP fluorescence | Q9Y2R2 | inhibition, % at 2 µM | hit rate 0.21% among 96,000 | AID 640;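 active means inhibition at 2 µM at or above a set limit, the screen mean plus 3 SD, cut at about 24% in these data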;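 further: 0% = DMSO with enzyme and 100% = enzyme fully blocked by orthovanadate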
CYP2C9 activ: activators of human CYP2C9; hit rate 1.4% among 96,000; activation factor at 5 µM; recombinant CYP2C9, luciferin-H conversion, luminescence; stronger effect = higher value; factor 1 = untreated enzyme, 0 = blocked; P11712;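 active means activation factor of 2 or more for CYP2C9 at a 5 µM dose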;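 further: 0 = sulfaphenazole-blocked wells and 1 = vehicle-only wells; values of inactives mirror those of a sister screen read the other way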
hDAT+cocaine: changed human dopamine transporter uptake under cocaine IC80 | Q01959 | LLC-PK1 hDAT cells, [14C]-dopamine uptake with cocaine IC80; actives deviate in either direction | B-score at 10 µM | hit rate 1.3% among 110,000 | AID 449768;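 active means Z score or B-score, a plate-position-corrected score, falls beyond the plate's 99.7% confidence bounds, in either direction; inactive means both scores lie inside the 99.7% bounds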;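 further: scored against the spread of the other compound wells on the same plate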
Target sequence (Q01959 whole entry, looked up): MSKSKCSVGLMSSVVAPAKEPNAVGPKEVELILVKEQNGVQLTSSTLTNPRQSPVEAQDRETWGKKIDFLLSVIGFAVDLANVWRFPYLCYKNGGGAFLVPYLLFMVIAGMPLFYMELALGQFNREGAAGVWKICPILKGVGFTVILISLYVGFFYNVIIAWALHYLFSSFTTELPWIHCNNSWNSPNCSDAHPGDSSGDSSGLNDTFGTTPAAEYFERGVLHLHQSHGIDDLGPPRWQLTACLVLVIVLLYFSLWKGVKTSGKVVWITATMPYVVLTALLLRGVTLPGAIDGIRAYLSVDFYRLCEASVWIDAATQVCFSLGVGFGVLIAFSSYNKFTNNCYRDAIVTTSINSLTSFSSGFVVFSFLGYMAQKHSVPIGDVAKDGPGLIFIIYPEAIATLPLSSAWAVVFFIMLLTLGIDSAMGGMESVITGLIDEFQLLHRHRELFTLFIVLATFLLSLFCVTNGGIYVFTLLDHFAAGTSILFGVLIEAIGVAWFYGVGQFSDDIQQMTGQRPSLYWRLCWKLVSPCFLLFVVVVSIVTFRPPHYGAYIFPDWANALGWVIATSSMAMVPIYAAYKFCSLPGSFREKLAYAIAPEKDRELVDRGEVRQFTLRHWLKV
An asterisk follows results filed as active; . = not tested or not shown. Unless noted, no stated cut-off is given here; in the data, active means inhibition above about 30%; inactive means the rest.

SMILES	PostGolgi yeast	CYP2C9 inh	PostGolgi ctrl	Pyk2 oligo antag	PTPN22 act	Ecoli WT expand	PTPN22 inh 2	CYP2C9 activ	hDAT+cocaine
COc1cccc(OC)c1C(=O)Nc1cc(C)on1	-1	-11	7	0.32	3	3	-1	1.1	.
COc1cc(C2Nc3ccc4ncccc4c3C3=C2C(=O)CCC3)cc(OC)c1O (centres undefined)	4	83*	3	-0.32	-3	5	2	0.2	-0.19
Cc1c2c(nc3c(C(=O)NC4CCCC4)cnn13)CCCC2	4	-18	14	0.71	5	-3	-7	1.2	0.37
CCCOC(=O)CSC1=C(C#N)C(c2ccccc2OCC)C(C#N)C(=O)N1 (centres undefined)	22	67*	3	0.46	-9	7	7	0.3	1.1
Cc1c(C(=O)NCCCN2CCCC2=O)oc2ccccc12	-11	-2	2	-0.54	-1	8	-2	1	-0.29
CCN(CC)c1ccc(CNC23CN4CN(CN(C4)C2)C3)cc1	21	30	5	-0.84	-3	7	-2	0.7	0.034
CC(C#CCN1CCCCC1)OCCOCc1ccccc1 (centres undefined)	-12	-17	-1	-0.97	9	5	-3	1.2	-0.24
Cc1nn(C)c(C)c1/C=C/C(=O)c1ccccc1	2	20	6	0.17	2	1	-1	0.8	-0.47
COc1ccc(C2NC(=O)NC(O)(C(F)(F)F)C2C(=O)c2ccccc2)cc1OC (centres undefined)	-5	18	-7	-0.46	-1	4	0	0.8	0.12
O=C(c1ccc(F)cc1)N1CCN(C2CC3CCC2C3)CC1 (centres undefined)	10	-2	-1	0.06	-1	7	0	1	0.25
CCN1CCc2nc(NC(=O)c3ccc4c(c3)OCCO4)sc2C1	12	8	26	0.11	-13	-3	16	0.9	0.14
Cc1ccc(C(=O)N/N=C/c2cc(C)n(-c3ccc(Br)cc3)c2C)cc1[N+](=O)[O-]	5	-9	13	0.76	-15	-11	17	1.1	-0.047
CCOC(=O)CSC1=C(C#N)C(c2ccc3c(c2)OCO3)CC(=O)N1 (centres undefined)	0	6	0	0.67	2	5	-1	0.9	1.6
CCN(CC)CCN=C1CCCc2ccccc2N1	-12	9	11	0.27	0	-5	-4	0.9	0.25
O=C1C2C3C=CC(C3)C2C(=O)N1CCCCN1C(=O)C2C3C=CC(C3)C2C1=O (centres undefined)	1	-4	3	0.71	-6	-4	8	1	-1.1

Entries shown so far that contain sulfur, in the order listed:
SMILES	PostGolgi yeast	CYP2C9 inh	PostGolgi ctrl	Pyk2 oligo antag	PTPN22 act	Ecoli WT expand	PTPN22 inh 2	CYP2C9 activ	hDAT+cocaine
CCCOC(=O)CSC1=C(C#N)C(c2ccccc2OCC)C(C#N)C(=O)N1 (centres undefined)	22	67*	3	0.46	-9	7	7	0.3	1.1
CCN1CCc2nc(NC(=O)c3ccc4c(c3)OCCO4)sc2C1	12	8	26	0.11	-13	-3	16	0.9	0.14
CCOC(=O)CSC1=C(C#N)C(c2ccc3c(c2)OCO3)CC(=O)N1 (centres undefined)	0	6	0	0.67	2	5	-1	0.9	1.6

Next section
SMILES	PostGolgi yeast	CYP2C9 inh	PostGolgi ctrl	Pyk2 oligo antag	PTPN22 act	Ecoli WT expand	PTPN22 inh 2	CYP2C9 activ	hDAT+cocaine
COc1ccc(-n2c(SCC(=O)N3CCN(c4ccccc4)CC3)nc3c(c2=O)SCC3)cc1	0	70*	23	.	3	-14	-6	0.3	-0.038
CCOC(=O)c1ccc(Nc2nc(-c3cccnc3)nc3ccccc23)cc1	-12	79*	12	-3.5*	-3	-15	3	0.2	0.01
CC(C)CC(=O)NC(NC(=S)Nc1sc2c(c1C#N)CCCC2)C(Cl)(Cl)Cl (centres undefined)	3	100*	11	0.13	-9	-1	13	0	-0.97
COc1cc(/C=C2\C(=O)ON=C2c2ccccc2)cc(OC)c1OC	-9	-19	6	0.02	9	-12	-5	1.2	0.036
CCc1nnc(NC(=O)CSc2nnc(-c3ccc(S(=O)(=O)N4CCCC4)cc3)n2CC)s1	.	.	.	0.78	11	.	-10	.	-0.22
Cc1ccc(-n2c(CNc3ccc(F)cc3)nnc2SCC(=O)N2CCOCC2)cc1	.	.	.	0.3	3	.	-3	.	-0.52
Cc1cc(Cl)c(S(=O)(=O)N2CCSCC2)cc1OCC(=O)NC1CCCCC1	2	57*	14	-3.7*	2	1	0	0.4	0.49
O=C(NCCC1=CCCCC1)C1CCCN(S(=O)(=O)c2cccc3cccnc23)C1 (centres undefined)	-19	-286	7	.	2	2	-5	3.9*	0.87
COC(=O)Cc1c(O)ccn(Cc2cccc3ccccc23)c1=O	6	47	4	-0.71	5	-5	-2	0.5	0.24
O=c1cc(O)n(-c2ccc(Cl)cc2)c(=S)[nH]1	-4	43	11	-1.8	-2	5	4	0.6	0.18
CCn1cnc2cc(NCc3ccncc3)ccc21	3	62*	26	-0.9	2	9	-7	0.4	-0.62
Cc1cc(N2CCOCC2)ccc1/C=C1\SC(=O)N(C(C)C)C1=O	3	-10	6	-2.6	3	-13	2	1.1	0.43
Cc1ccc(/C=c2\sc3nc(-c4cccnc4)nn3c2=O)cc1	-8	24	14	2.8	0	1	-2	0.8	.
O=C(Nc1ccc(F)cc1F)c1sccc1SCc1cccc(C(F)(F)F)c1	-2	58*	13	-0.04	-1	2	5	0.4	.
O=C(CSc1nccn1-c1cccc(Cl)c1)NC1CCCC1	2	67*	5	-0.47	-9	0	8	0.3	-0.0073

Four entries from above, sorted by the value under CYP2C9 inh, low to high:
SMILES	CYP2C9 inh	Pyk2 oligo antag	PTPN22 act	PTPN22 inh 2	CYP2C9 activ	hDAT+cocaine
O=c1cc(O)n(-c2ccc(Cl)cc2)c(=S)[nH]1	43	-1.8	-2	4	0.6	0.18
COC(=O)Cc1c(O)ccn(Cc2cccc3ccccc23)c1=O	47	-0.71	5	-2	0.5	0.24
Cc1cc(Cl)c(S(=O)(=O)N2CCSCC2)cc1OCC(=O)NC1CCCCC1	57*	-3.7*	2	0	0.4	0.49
COc1ccc(-n2c(SCC(=O)N3CCN(c4ccccc4)CC3)nc3c(c2=O)SCC3)cc1	70*	.	3	-6	0.3	-0.038

(next part)
SMILES	PostGolgi yeast	CYP2C9 inh	PostGolgi ctrl	Pyk2 oligo antag	PTPN22 act	Ecoli WT expand	PTPN22 inh 2	CYP2C9 activ	hDAT+cocaine
O=C(CCCCCCN1C(=O)c2ccccc2C1=O)NC1CCCCC1	.	.	.	2	14	.	-15	.	-0.11
COc1ccc(OC)c(NC(=O)CCN2CCN(c3ccccc3F)CC2)c1	3	60*	-2	-0.66	10	2	-12	0.4	0.11
O=C(NCc1cccs1)C1CCCN(c2ncccn2)C1 (centres undefined)	9	-18	-4	-0.42	1	3	2	1.2	-0.57
Cc1nnc(SCC(=O)NCc2ccco2)[nH]c1=O	4	-7	-4	0.11	-2	-19	-1	1.1	-0.99
Cc1ccc(CNc2ncc(-c3ccc4c(c3)OCO4)n2C)cc1	-13	74*	12	0.19	3	14	-1	0.3	-1.6
CO/N=C(/CS(=O)(=O)Cc1ccccc1Cl)c1ccc(Cl)cc1Cl	-1	4	33*	-1.4	-5	-6	8	1	-0.3
CC(=O)c1cc(F)c(N2CCN(c3ccc([N+](=O)[O-])cc3F)CC2)cc1C	-3	-26	-6	0.18	-5	-15	3	1.3	-1.1
CC(C)CCNC(=O)COc1ccc2c(c1)C(=O)CC(C)(C)O2	0	80*	5	0.39	-1	9	3	0.2	0.015
Cc1nn(CC(=O)O)c(=O)c2ccccc12	-6	-6	-9	0.46	-10	-4	11	1.1	-0.14
O=C(CSc1nccc(=O)[nH]1)Nc1ccc(F)c(Cl)c1	-6	22	8	0.07	-5	1	4	0.8	-0.056
O=C(O)C1CC=CCC1C(=O)Nc1ccc(S(=O)(=O)N2CCCc3ccccc32)cc1 (centres undefined)	2	63*	5	-1.4	-11	5	8	0.4	1.3*
CC(C)C(OC(=O)c1ccco1)C(=O)NC1CCCCC1 (centres undefined)	0	39	-1	-0.5	7	4	-11	0.6	0.88
Cc1csc(NC(=O)CCn2c(=O)sc3ccccc32)n1	-5	-256	10	-0.03	-8	3	8	3.6*	0.055
CN1CC(c2ccccc2)C2(SC(=S)N(Cc3ccco3)C2=O)C12C(=O)Nc1ccccc12 (centres undefined)	13	95*	30	-2.9	2	-10	1	0	0.068
c1ccc(-c2noc(-c3cccnc3)n2)cc1	4	4	6	-0.18	-7	15	9	1	-0.62

Pulled one by one from the entries so far, 3 records:
SMILES	PostGolgi yeast	CYP2C9 inh	PostGolgi ctrl	Pyk2 oligo antag	PTPN22 act	Ecoli WT expand	PTPN22 inh 2	CYP2C9 activ	hDAT+cocaine
Cc1nnc(SCC(=O)NCc2ccco2)[nH]c1=O	4	-7	-4	0.11	-2	-19	-1	1.1	-0.99
CC(C)C(OC(=O)c1ccco1)C(=O)NC1CCCCC1 (centres undefined)	0	39	-1	-0.5	7	4	-11	0.6	0.88
CC(=O)c1cc(F)c(N2CCN(c3ccc([N+](=O)[O-])cc3F)CC2)cc1C	-3	-26	-6	0.18	-5	-15	3	1.3	-1.1

New compounds follow.
SMILES	PostGolgi yeast	CYP2C9 inh	PostGolgi ctrl	Pyk2 oligo antag	PTPN22 act	Ecoli WT expand	PTPN22 inh 2	CYP2C9 activ	hDAT+cocaine
Nn1c(COc2ccccc2)nnc1SCC(=O)O	-6	-2	10	0.16	-5	2	3	1	0.58
Cc1cc2nc(SC(C)C(=O)O)[nH]c2cc1C (centres undefined)	14	7	2	-0.03	0	-16	0	0.9	.
CCC1CCCCN1C1Sc2ccc(C(=O)OC)cc2NC1=O (centres undefined)	8	12	40*	-0.26	-13	8	11	0.9	1
C/C(=N/NC(=O)Cc1cccc2ccccc12)c1cccs1	8	19	5	0.15	1	-5	1	0.8	-0.41
CCNC(=S)NNC(=O)Cn1nc(C)cc1C	-7	-2	7	-0.48	-14	8	16	1	-1.1
COc1ccc(CONS(=O)(=O)c2ccc(NC(C)=O)cc2)cc1Cl	-1	-4	3	-1.2	0	7	4	1	-0.48
CCOC(=O)C1CCN(C(=O)COc2cccc(C)c2)CC1	0	20	4	0.38	0	9	-6	0.8	-0.55
CC(C)C(NC(=O)C1CCCCC1)C(=O)NC1=NCCS1 (centres undefined)	-4	12	11	0.69	3	1	-1	0.9	-1
Cc1ccc2nc(SC(C)C(=O)N3CCCC3)[nH]c2c1 (centres undefined)	-2	.	14	0.01	-11	0	13	.	1
O=c1cc(CN2CCc3ccccc32)nc2sccn12	-5	67*	1	-0.59	-1	-2	5	0.3	0.63
CCOc1cc2[nH]c(=S)n(CCCN(CC)CC)c(=O)c2cc1OCC	.	.	.	0.11	-2	.	0	.	1.9
Cc1onc(-c2c(F)cccc2Cl)c1C(=O)N1CCc2ccccc21	-12	40	17	-0.9	2	-8	1	0.6	-0.025
Cc1cccc(-n2cnc(C(=O)NC3CCCCCC3)c2)n1	-12	-54	4	-0.16	-4	-1	2	1.5	1.4
CC(C)c1cc[n+](-c2nc([O-])sc2C=O)cc1	-30	-2	20	-0.01	0	-11	-2	1	0.022
COc1ccc2cc(C(c3nnnn3C(C)(C)C)N3CCc4ccccc4C3)c(=O)[nH]c2c1 (centres undefined)	2	94*	6	.	5	-3	-8	0.1	.
COc1nnc(-c2ccc(C(=O)N3C[C@@H]4C[C@H](C3)c3cccc(=O)n3C4)cc2)c2ccccc12	2	37	3	1.5	.	1	.	0.6	0.3
COc1ccc(C2C3=C(CC(C)(C)CC3=O)Oc3ncn(CCO)c(=N)c32)cc1OC (centres undefined)	3	40	-11	2.5	-10	8	12	0.6	-0.38
Cc1cc(-n2c(C)cc(C(=O)CN3C(=O)NC4(CCCCC4)C3=O)c2C)no1	-6	6	-1	0.38	-5	-4	3	0.9	0.033
O=C(/C=C/c1ccccc1)NC(NC(=S)Nc1ccc(Cl)cc1)C(Cl)(Cl)Cl (centres undefined)	-4	70*	13	-2.4	2	-3	2	0.3	-2.8*
O=C(O)CSc1nc2ccccc2[nH]1	20	-8	-3	0.38	4	-5	-3	1.1	-0.32
COC(=O)NC(=S)Nc1ccc(Oc2ccc(Cl)cc2Cl)c(Cl)c1	.	.	.	0.13	2	.	4	.	-0.16
CCCn1nnnc1-c1ccc(Cl)cc1	-1	-1	0	-0.12	2	5	2	1	-0.062
